# BioA inh: BioA (M. tuberculosis) enzyme inhibition. inhibition, % at 9.99 µM. 360,000 compounds, 0.096% hits. purified M. tuberculosis BioA enzyme, plate reader. AID 602481; in the data active = inhibition above about 40%
# Starred values were filed as active, the others as inactive; & = joins results of further samples.
Compound	BioA inh
C/C=C/c1ccc2c(c1)O[C@@H](CN(C)Cc1cncnc1)[C@H](C)CN([C@@H](C)CO)S2(=O)=O	4.0
C[C@H]1CN([C@@H](C)CO)C(=O)Cc2cc(NC(=O)c3ccncc3)ccc2O[C@H]1CN(C)CC1CCCCC1	2.1
CC=Cc1ccc2n(c1=O)C[C@H]1[C@H](CO)[C@@H](C(=O)NCCC)N(Cc3cccc(F)c3)[C@@H]21 (mixture of isomers)	3.4
CC(=O)N(C)C[C@H]1Oc2cc(C#C[C@H](C)O)ccc2S(=O)(=O)N([C@H](C)CO)C[C@@H]1C	0.4
CO[C@H]1CN(C)C(=O)c2cc(NC(=O)C3CC3)ccc2OC[C@H](C)N(CC2CCCC2)C[C@H]1C	-1.0
COc1ccccc1CN1CC[C@@H]2[C@H]1c1cc(C3=CCCCC3)ccc1N[C@@H]2CO	1.3
COCC#Cc1ccc2c(c1)O[C@H](CN(C)Cc1ccccc1)[C@H](C)CN([C@@H](C)CO)S2(=O)=O	-1.1
C[C@H]1CN([C@@H](C)CO)S(=O)(=O)c2ccc(-c3cccc(C(=O)N(C)C)c3)cc2O[C@H]1CN(C)C	0.6
CC(C)NC(=O)Nc1ccc2c(c1)C(=O)N([C@H](C)CO)C[C@H](C)[C@H](CN(C)C(=O)CCCN(C)C)OCCCC[C@@H](C)O2	-2.1
C[C@@H]1CN([C@H](C)CO)C(=O)c2cccc(NS(=O)(=O)c3cccs3)c2O[C@H]1CN(C)CC1CCCCC1	-1.3
COc1ccc(CN(C)C[C@H]2Oc3ccc(NS(=O)(=O)c4ccc(F)cc4)cc3C(=O)N([C@@H](C)CO)C[C@H]2C)cc1	-0.2
CN1C(=O)c2cc(NC(=O)c3cccs3)ccc2OC[C@H]2O[C@H](CC(=O)NCC3CC3)CC[C@H]21	3.2
CCCNC(=O)C[C@H]1CC[C@@H]2[C@H](COc3ccc(NC(=O)NCC)cc3C(=O)N2C)O1	-0.9
COC(=O)C[C@H]1CC[C@@H]2[C@H](COc3ccc(NC(=O)c4cccc(F)c4)cc3C(=O)N2C)O1	10.0
O=C(Cc1ccccn1)N[C@@H]1CC[C@H](CCNS(=O)(=O)c2cccc(F)c2)O[C@@H]1CO	1.3

# 3 structures already listed, ordered by length of the SMILES, smallest number first.
Compound	BioA inh
COc1ccccc1CN1CC[C@@H]2[C@H]1c1cc(C3=CCCCC3)ccc1N[C@@H]2CO	1.3
CN1C(=O)c2cc(NC(=O)c3cccs3)ccc2OC[C@H]2O[C@H](CC(=O)NCC3CC3)CC[C@H]21	3.2
C[C@H]1CN([C@@H](C)CO)S(=O)(=O)c2ccc(-c3cccc(C(=O)N(C)C)c3)cc2O[C@H]1CN(C)C	0.6

# Other entries.
Compound	BioA inh
CCCc1cn(CC[C@H]2CC[C@@H](NC(=O)C3CCOCC3)[C@@H](CO)O2)nn1	-1.1
C[C@H](CO)N1C[C@H](C)[C@@H](CN(C)S(=O)(=O)c2ccccc2F)Oc2ncc(/C=C/c3ccccc3)cc2C1=O	-0.4
Cc1noc(C)c1NC(=O)N(C)C[C@@H]1Oc2ncc(C#CC(C)C)cc2C(=O)N([C@H](C)CO)C[C@H]1C	0.5
CCCNC(=O)C[C@@H]1CC[C@H]2[C@@H](COc3ccc(NC(=O)COC)cc3C(=O)N2C)O1	-2.7
C[C@@H]1CN([C@@H](C)CO)S(=O)(=O)c2ccc(C#CCN(C)C)cc2O[C@H]1CN(C)C(=O)CN(C)C	-1.2
CN1C(=O)c2cc(NC(=O)C3CCOCC3)ccc2OC[C@H]2O[C@@H](CC(=O)NC3CCCC3)CC[C@@H]21	-1.0
COc1ccccc1C#Cc1ccc([C@H]2[C@@H](CO)N3CCCCN(C(=O)C4CCC4)C[C@H]23)cc1	-0.7
C[C@@H]1CN([C@@H](C)CO)C(=O)Cc2cc(NC(=O)Cc3cn(C)c4ccccc34)ccc2O[C@@H]1CN(C)Cc1ccc(Oc2ccccc2)cc1	-1.9
CCCN(C)C[C@@H]1Oc2cc(C#CC(C)C)ccc2S(=O)(=O)N([C@@H](C)CO)C[C@@H]1C	-1.5
C[C@H]1CN([C@@H](C)CO)C(=O)c2cc(NS(=O)(=O)c3cccs3)ccc2O[C@@H]1CN(C)CC1CCCCC1	0.6
O=C(O)C[C@H]1C[C@@H]2c3cc(NS(=O)(=O)c4ccccc4)ccc3O[C@@H]2[C@@H](CO)O1	-1.0
CCCC#Cc1ccc2c(c1)O[C@@H](CN(C)C)[C@@H](C)CN([C@@H](C)CO)S2(=O)=O	0.6
COCC#Cc1ccc2c(c1)O[C@@H](CN(C)S(=O)(=O)c1ccc(F)cc1)[C@H](C)CN([C@H](C)CO)S2(=O)=O	0.7
CCNC(=O)[C@H]1[C@H](CO)[C@H]2Cn3c(ccc(-c4ccccc4)c3=O)[C@H]2N1C(=O)C1CC1	-1.8
C[C@@H]1CN([C@H](C)CO)C(=O)c2ccccc2-c2ccccc2CO[C@@H]1CN(C)S(=O)(=O)c1cccc(F)c1	1.6

Compound	BioA inh
C[C@@H]1CN([C@@H](C)CO)S(=O)(=O)c2ccc(C#Cc3cccnc3)cc2O[C@@H]1CN(C)C(=O)C1CC1	4.5
COc1ccc(CN(C)C[C@H]2OCCCC[C@H](C)Oc3ccc(NC(=O)Nc4ccc5c(c4)OCO5)cc3C(=O)N([C@@H](C)CO)C[C@@H]2C)cc1	-0.8
COCC(=O)Nc1ccc2c(c1)C(=O)N(C)C[C@H](OC)[C@H](C)CN(C(=O)CC1CC1)[C@@H](C)CO2	-2.8
COc1ccc(S(=O)(=O)Nc2ccc3c(c2)C(=O)N([C@@H](C)CO)C[C@H](C)[C@@H](CN(C)C(=O)NC(C)C)OCCCC[C@@H](C)O3)cc1	-1.6
CO[C@H]1CN(C)C(=O)c2ccc(NC(=O)C3CC3)cc2OC[C@@H](C)N(CC2CCCC2)C[C@@H]1C	0.2
COc1cccc(S(=O)(=O)N2CC[C@@H]3[C@H](CO)N(C)c4ccc(C#Cc5cccnc5)cc4[C@@H]32)c1	-3.1
C[C@H]1CN([C@@H](C)CO)C(=O)c2cc(-c3cccc(F)c3)cnc2O[C@@H]1CN(C)C(=O)Nc1cc(F)ccc1F	12.2
C[C@@H]1CCCCO[C@@H](CN(C)S(=O)(=O)c2cccs2)[C@@H](C)CN([C@H](C)CO)C(=O)c2cc(NC(=O)CCC(F)(F)F)ccc2O1	-0.3
C[C@H](NC(=O)C[C@@H]1C[C@@H]2c3cc(NC(=O)C4CCOCC4)ccc3O[C@@H]2[C@@H](CO)O1)c1ccccc1	-1.6
CCOC(=O)N(C)C[C@H]1OCc2ccccc2-c2c(n(C)c3ccccc23)C(=O)N([C@@H](C)CO)C[C@H]1C	1.0
C[C@@H]1CN([C@@H](C)CO)C(=O)c2cc(NC(=O)Cc3cn(C)c4ccccc34)ccc2O[C@H]1CN(C)S(=O)(=O)c1cn(C)cn1	-1.0
O=C(C[C@@H]1CC[C@H]2[C@@H](COC[C@@H](O)CN2Cc2ccc(Oc3ccccc3)cc2)O1)Nc1nccs1	-0.8
C[C@@H]1CN([C@H](C)CO)C(=O)c2cccc(NS(=O)(=O)c3cccs3)c2O[C@H]1CN(C)C(=O)Nc1cccc2ccccc12	9.7
C[C@H](CO)N1C[C@H](C)[C@H](CN(C)C)Oc2ccc(NC(=O)Cc3cn(C)c4ccccc34)cc2C1=O	0.6
O=C(Nc1ccc(Cl)cc1)N[C@@H]1CC[C@@H](CCn2cc(Cc3ccccc3)nn2)O[C@H]1CO	-4.5

# Single entries from the results shown.
# Value for `COc1ccc(CN(C)C[C@H]2OCCCC[C@H](C)Oc3ccc(NC(=O)Nc4ccc5c(c4)OCO5)cc3C(=O)N([C@@H](C)CO)C[C@@H]2C)cc1` in BioA inh: -0.8
# Value for `C[C@@H]1CN([C@@H](C)CO)S(=O)(=O)c2ccc(C#Cc3cccnc3)cc2O[C@@H]1CN(C)C(=O)C1CC1` in BioA inh: 4.5
# Value for `COCC(=O)Nc1ccc2c(c1)C(=O)N(C)C[C@H](OC)[C@H](C)CN(C(=O)CC1CC1)[C@@H](C)CO2` in BioA inh: -2.8
# Value for `O=C(C[C@@H]1CC[C@H]2[C@@H](COC[C@@H](O)CN2Cc2ccc(Oc3ccccc3)cc2)O1)Nc1nccs1` in BioA inh: -0.8

# Other results.
Compound	BioA inh
C[C@@H]1CCCCO[C@H](CN(C)Cc2ccc(C(F)(F)F)cc2)[C@H](C)CN([C@@H](C)CO)C(=O)c2cc(NC(=O)c3ccccc3)ccc2O1	-2.0
CO[C@@H]1CN(C)C(=O)c2ccc(NC(C)=O)cc2OC[C@@H](C)N(C(=O)Cc2ccccn2)C[C@H]1C	-1.4
C[C@H]1CN([C@@H](C)CO)S(=O)(=O)c2ccc(-c3cccnc3)cc2O[C@H]1CN(C)Cc1cccnc1	3.7
C[C@H]1CN([C@@H](C)CO)C(=O)CCCn2nncc2CO[C@H]1CN(C)Cc1ccc(O)cc1	3.6
CN(C)CC#Cc1ccc([C@@H]2[C@H](CO)N3CCCCN(C(=O)C4CCCC4)C[C@@H]23)cc1	3.4
O=C(O)C[C@@H]1C=C[C@H](NC(=O)Nc2cc(F)ccc2F)[C@H](CO)O1	0.0
COc1cccc(S(=O)(=O)N2C[C@H](O)COC[C@@H]3O[C@H](CC(=O)N4CCN(c5ccccc5)CC4)CC[C@H]32)c1	-1.1
COCC(=O)Nc1ccc2c(c1)[C@H]1C[C@@H](CC(=O)NCc3cccnc3)O[C@@H](CO)[C@H]1O2	-1.4
COc1ccccc1NC(=O)N1CCCCN2[C@@H](CO)[C@@H](c3ccc(-c4ccc(C)cc4)cc3)[C@@H]2C1	-4.2
CCOC(=O)C1C2C=CC3(O2)C1C(=O)N(Cc1ccccc1)C3C(=O)NCc1ccccc1 (configuration not stated)	-0.9
COc1cccc(C(=O)Nc2ccc3c(c2)OC[C@@H](C)N(C)C[C@H](C)[C@H](OC)CN(C)C3=O)c1	-2.1
C[C@H](CO)N1C[C@H](C)[C@@H](CN(C)C(=O)Nc2cccc3ccccc23)Oc2ccc(NC(=O)Cc3cn(C)c4ccccc34)cc2C1=O	2.6
COc1ccc(C#Cc2ccc3c(c2)O[C@@H](CN(C)C(=O)CN2CCOCC2)[C@@H](C)CN([C@H](C)CO)S3(=O)=O)cc1	0.5
CNC[C@H]1Oc2cc(-c3ccc(OC)cc3)ccc2S(=O)(=O)N([C@H](C)CO)C[C@@H]1C	2.8
CN1C(=O)c2cc(NC(=O)c3cnccn3)ccc2OC[C@@H]2O[C@@H](CC(=O)N[C@@H]3CCN(Cc4ccccc4)C3)CC[C@H]21	16.6

Compound	BioA inh
C[C@H](CO)N1C[C@H](C)[C@@H](CN(C)Cc2cccnc2)Oc2cc(Br)ccc2S1(=O)=O	0.0&4.9
COCCNC(=O)C[C@H]1C[C@@H]2c3cc(NC(=O)C4CCOCC4)ccc3O[C@@H]2[C@@H](CO)O1	-2.4
Cc1ccc(S(=O)(=O)N(C)C[C@@H]2OCCCC[C@H](C)Oc3ccc(NC(=O)NC(C)C)cc3C(=O)N([C@@H](C)CO)C[C@@H]2C)cc1	-1.1
C[C@@H]1CN([C@@H](C)CO)S(=O)(=O)c2ccc(C#Cc3cccnc3)cc2O[C@H]1CN(C)CC1CCOCC1	3.5
CO[C@H]1CN(C)C(=O)c2ccc(NC(=O)C3CC3)cc2OC[C@@H](C)N(Cc2cccc(F)c2)C[C@@H]1C	-0.8
COc1ccc(-c2cnc3c(c2)C(=O)N([C@@H](C)CO)C[C@@H](C)[C@H](CN(C)S(C)(=O)=O)O3)cc1	27.9
C[C@H](NC(=O)[C@H]1[C@H](CO)[C@H]2Cn3c(cccc3=O)[C@H]2N1Cc1cccnc1)c1ccccc1	-1.6
C[C@@H]1CCCCO[C@@H](CN(C)C(=O)Cc2ccccc2)[C@@H](C)CN([C@@H](C)CO)C(=O)c2cc(NC(=O)C3CCCCC3)ccc2O1	-4.5
C[C@H](CO)N1C[C@H](C)[C@H](CN(C)Cc2ccc3c(c2)OCO3)Oc2ccc(NC(=O)CCCCCC(=O)Nc3ccccc3N)cc2CC1=O	1.4
CNC[C@@H]1Oc2cc(C#Cc3ccccc3)ccc2S(=O)(=O)N([C@@H](C)CO)C[C@H]1C	1.2
C[C@@H]1CN([C@H](C)CO)C(=O)c2cc(NC(=O)Nc3ccc(F)cc3)ccc2O[C@@H](C)CCCCO[C@@H]1CN(C)S(=O)(=O)c1cccs1	-1.9
C[C@H](CO)N1C[C@H](C)[C@@H](CN(C)Cc2ccccn2)Oc2ncc(-c3ccc(C#N)cc3)cc2C1=O	2.6
CN1C(=O)c2cc(NC(=O)C3CC3)ccc2OC[C@H]2O[C@@H](CC(=O)Nc3ccc(F)cc3)CC[C@@H]21	1.3
C[C@@H]1CN([C@H](C)CO)S(=O)(=O)c2ccc(C#CC3(O)CCCC3)cc2O[C@@H]1CN(C)C(=O)Nc1ccc(F)cc1	0.3
COc1ccc(CN(C)C[C@@H]2Oc3c(NC(=O)Nc4ccc(F)cc4)cccc3C(=O)N([C@H](C)CO)C[C@@H]2C)cc1	-1.3

Compound	BioA inh
CCNC[C@@H]1[C@H](c2ccc(-c3ccc(F)cc3)cc2)[C@H](CO)N1S(C)(=O)=O	3.1
O=C(NCC[C@@H]1CC[C@H](NC(=O)c2cccnc2)[C@@H](CO)O1)Nc1ccc(C(F)(F)F)cc1	-0.7
COc1ccc(NC(=O)N(C)C[C@H]2Oc3c(NC(=O)c4ccc(-c5nccs5)cc4)cccc3C(=O)N([C@@H](C)CO)C[C@@H]2C)cc1	-2.7
CCNC(=O)C[C@H]1CC[C@H]2[C@H](COc3ccc(NC(=O)Nc4cccc(F)c4)cc3C(=O)N2C)O1	8.2
C[C@H]1CN([C@@H](C)CO)C(=O)c2cccc(NC(=O)c3ccncc3)c2O[C@@H]1CN(C)Cc1ccc(Oc2ccccc2)cc1	2.3
C[C@@H]1CN([C@H](C)CO)C(=O)c2cc(NC(=O)Nc3ccc4c(c3)OCO4)ccc2O[C@H]1CN(C)S(=O)(=O)c1cccs1	2.4

# A section taken from the entries so far:
Compound	BioA inh
COc1ccc(CN(C)C[C@@H]2Oc3c(NC(=O)Nc4ccc(F)cc4)cccc3C(=O)N([C@H](C)CO)C[C@@H]2C)cc1	-1.3
CCNC[C@@H]1[C@H](c2ccc(-c3ccc(F)cc3)cc2)[C@H](CO)N1S(C)(=O)=O	3.1
O=C(NCC[C@@H]1CC[C@H](NC(=O)c2cccnc2)[C@@H](CO)O1)Nc1ccc(C(F)(F)F)cc1	-0.7
COc1ccc(NC(=O)N(C)C[C@H]2Oc3c(NC(=O)c4ccc(-c5nccs5)cc4)cccc3C(=O)N([C@@H](C)CO)C[C@@H]2C)cc1	-2.7

# A portion of the library; the hit share may differ from the screen's.
